Assay outcomes deposited in PubChem BioAssay by MTDP.
RNase H inhibition: RNase H inhibition, HIV 1 Gag Pol polyprotein, FRET biochemical assay, screening (AID 372) | HIV-1 RT RNase H, FRET RNA/DNA substrate fluorescence; higher % means a stronger effect | one-dose inhibition, % at 10 µM; IC50 in µM for titrated hits | hit rate 0.77% among 100,000; in the data active = inhibition above about 50%
* hit, by the source's call. Some of the compounds tested, so the mix of outcomes need not match the whole.

SMILES	RNase H inhibition
CCCC1=NN2C(=N)/C(=C/c3ccc(N(C)C)cc3)C(=O)N=C2S1	20.0%
Fc1ccc(COC(CN2CCCCC2)CN2CCCCC2)cc1	16.0%
CCOC(=O)C1=C(C)NC2=C(C(=O)CC(C)(C)C2)C1c1ccc(OC(F)F)cc1 (centres undefined)	11.0%
COCCNC(=S)Nc1ccccc1F	11.0%
Cc1cc(C=C2C(=O)NC(=O)NC2=O)c(C)n1-c1cccc(F)c1	29.0%
O=C(Nc1ccccc1)Nc1nccs1	7.0%
CCCCCCCC(=O)N/N=C(\C)Cn1nnc([N+](=O)[O-])n1	2.0%
CCOC(=O)c1ccccc1NC(=O)/C=C/c1ccc(OC)c(Br)c1	18.0%
Cc1c(Cl)cccc1NC(=O)c1ccc(CSc2ccccc2)cc1	7.0%
COc1ccc(OC)c(/C=C/c2c([N+](=O)[O-])c(=O)n(C)c(=O)n2C)c1	4.0%
COc1ccc(S(=O)(=O)N(CC(=O)N2CCCC2)Cc2ccccc2)cc1	0.0%
COc1ccc(CC(=O)Nc2ccc(Cl)cc2C)cc1OC	0.0%
N#C/C(=C\c1ccc([N+](=O)[O-])cc1)c1nc(-c2ccc(Cl)cc2Cl)cs1	13.0%
COC(=O)c1cc(NC(=O)C(c2ccccc2)c2ccccc2)cc(C(=O)OC)c1	15.0%
O=C(CSc1nnc(CN2C(=O)c3cccc4cccc(c34)C2=O)n1-c1ccccc1)NCc1ccco1	2.0%

Rewritten field by field: part of the list above
COCCNC(=S)Nc1ccccc1F
  RNase H inhibition = 11.0%
Cc1cc(C=C2C(=O)NC(=O)NC2=O)c(C)n1-c1cccc(F)c1
  RNase H inhibition = 29.0%

Remaining list, next part
SMILES	RNase H inhibition
COc1ccc(N2N=C(c3ccc(C)cc3)CC2c2cccs2)cc1 (centres undefined)	6.0%
COc1ccc(C(=O)N/N=C/c2ccc(Cl)cc2Cl)cc1	8.0%
CC(NC(=O)c1ccccc1NC(=O)c1ccccc1F)c1ccccc1 (centres undefined)	18.0%
CC(C)C(=O)Nc1cccc(-c2nc3ncccc3o2)c1	0.0%
Cc1nn(-c2cc(Cl)ccc2Cl)c(C)c1-c1cccc([N+](=O)[O-])c1	9.0%
NNC(=O)COc1ccccc1OCCOCCOc1ccccc1OCC(=O)NN	5.0%
CCOCCOC(=O)C1=C(C)NC2=C(C(=O)CCC2)C1c1cc(Br)c(O)c(OCC)c1 (centres undefined)	13.0%
CC(CO)(CO)Nc1ccc(C(F)(F)F)cc1[N+](=O)[O-]	0.0%
CCN(CC)c1ccc(/C=C2/SC(=S)N(CC(=O)OC)C2=O)cc1	2.0%
O=c1[nH]nc(SCc2ccc([N+](=O)[O-])cc2)c(=O)[nH]1	0.0%
Cc1ccc(NC(=O)C2CC(=O)N(c3ccccc3C)C2)cc1 (centres undefined)	0.0%
CCOC(=O)C1=C(C)N=c2s/c(=C/c3ccc(OC)c(OC)c3)c(=O)n2C1c1cccs1 (centres undefined)	4.0%
CC(C)(C)C1CCc2c(sc3nc(SCC(N)=O)nc(N)c23)C1 (centres undefined)	10.0%
O=C1c2cccc3cccc(c23)C(=O)N1c1ccc2c(c1)oc1ccccc12	4.0%
CCOc1ccc(NC(=O)CN(c2ccc(C(C)C)cc2)S(=O)(=O)c2ccccc2)cc1	10.0%

Quoted from the listing:
For RNase H inhibition, `CCOCCOC(=O)C1=C(C)NC2=C(C(=O)CCC2)C1c1cc(Br)c(O)c(OCC)c1` (centres undefined) shows 13.0%
For RNase H inhibition, `CCN(CC)c1ccc(/C=C2/SC(=S)N(CC(=O)OC)C2=O)cc1` shows 2.0%

Additional results
SMILES	RNase H inhibition
CCOc1ccc(NC(=O)CCC(=O)O)cc1	7.0%
Cc1c(OCC(=O)OC(C)C)ccc2c3c(c(=O)oc12)CCCC3	11.0%
Cc1c(-c2ccc(/C=N/NC(N)=S)o2)ccc([N+](=O)[O-])c1C	22.0%
Cc1cc2nc(-c3cc(NC(=O)c4ccc5c(c4)OCCO5)ccc3O)oc2cc1C	24.0%
O=C(N/N=C/c1cccs1)c1ccccn1	0.0%
CC(=O)n1cc(Nc2ccccc2C(=O)O)c2ccccc21	0.0%
COc1cc(C2C3=C(CC(C)(C)CC3=O)OC3=C2C(=O)CC(C)(C)C3)ccc1OCC(=O)O	2.0%
CCCCSCC(O)COc1ccccc1 (centres undefined)	1.0%
COC(=O)c1cc(NC(=O)COc2ccccc2C)cc(C(=O)OC)c1	13.0%
CCOP(=O)(OCC)C(Nc1ccccc1)c1ccc2c(c1)OCO2 (centres undefined)	0.0%
COc1cc(-c2nc3ccccn3c2/N=C/c2cc(I)cc(I)c2OC)ccc1O	42.0%
CC1CCN(CCCCOc2cccc3ccccc23)CC1	10.0%
O=C(O)CC1=C(Nc2ccccc2)C(=O)N(c2ccccc2)C1c1ccc(Br)cc1 (centres undefined)	1.0%
O=S(=O)(c1ccc(-c2csc(Nc3ccc(F)cc3)n2)cc1)N1CCOCC1	6.0%
O=C1N=C(N2CCN(c3cccc(Cl)c3)CC2)S/C1=C\c1ccccc1	12.0%
Cc1ccc(S(=O)(=O)Nc2sc3c(c2C(=O)O)CCCC3)cc1	18.0%
CCOc1ccccc1CN(CCc1ccc2c(c1)OCO2)Cc1ccc(OC)c(OC)c1OC	3.0%
Cc1ccc2c(c1)N(C(=O)C(C)N1C(=O)c3ccccc3C1=O)C(C)(C)c1ssc(=S)c1-2 (centres undefined)	15.0%
CC(C)OC(=O)c1cnn2c(C(F)(F)F)cc(-c3ccc(F)cc3)nc12	13.0%
Cc1nc2cc(-c3ccccc3)sc2c(=O)n1N	0.0%
Cc1ccccc1NC(=O)COc1c(C)cc(Cl)cc1Cl	30.0%
CCOC(=O)C1=C(C)N=c2s/c(=C\c3cccc(OC(C)=O)c3)c(=O)n2C1c1ccc(Cl)cc1 (centres undefined)	12.0%
Cc1ccc2nc(/C(C#N)=C/c3c(Cl)ccc([N+](=O)[O-])c3Cl)[nH]c2c1	18.0%
O=C(NC(=S)Nc1ccc(Cl)c(-c2nc3ccccc3s2)c1)c1cccc(Cl)c1	10.0%
CC(C)(C)c1ccc(Oc2c(NC(=O)c3c(F)c(F)c(F)c(F)c3F)ccc3c2C(=O)c2ccccc2C3=O)cc1	7.0%
O=C(O)CCCN1C(=O)C(=O)/C(=C(\O)c2ccc(Cl)cc2)C1c1ccccc1 (centres undefined)	3.0%
O=[N+]([O-])c1ccc(C=Nc2ccc3nc(-c4ccc(Cl)cc4Cl)[nH]c3c2)cc1	2.0%
CC(C)(C)C1CCC(=NNC(=O)C(=O)NCc2cccnc2)CC1 (centres undefined)	12.0%
CC1=C(C(=O)OCCc2ccccc2)C(c2cccc3ccccc23)C2=C(CC(c3ccc(Cl)cc3)CC2=O)N1 (centres undefined)	11.0%
Cc1ccc(N2C(=O)/C(=C\c3ccc([N+](=O)[O-])s3)C(=O)NC2=S)cc1	11.0%
O=C(COc1ccccc1[N+](=O)[O-])Nc1cccc(-c2nc3ccccc3o2)c1	15.0%
O=C(NC(=S)Nc1ccc2oc(-c3cccc(F)c3)nc2c1)c1ccccc1Br	10.0%
CCOC(=O)NC(Nc1cccc(C)n1)(C(F)(F)F)C(F)(F)F	8.0%
O=C(O)CCC(=O)Nc1nc(-c2cccc3ccccc23)cs1	8.0%
Cc1ccc(C(=O)NC(NC(=S)Nc2cccc3ccccc23)C(Cl)(Cl)Cl)cc1 (centres undefined)	23.0%
CCC(C)c1ccc(OCCCOc2ccc(C)cc2OC)cc1 (centres undefined)	25.0%
c1cncc(CN2CCN(Cc3ccco3)CC2)c1	2.0%
CCOCCOC(=O)C1=C(C)NC2=C(C(=O)CC(c3ccc(Cl)cc3)C2)C1c1ccc(OCc2ccccc2)cc1 (centres undefined)	10.0%
CC(C)(CN)CNc1ccc([N+](=O)[O-])cc1Cl	0.0%
CC1(c2ccccc2)CC(C)(C)N(Cc2ccc([N+](=O)[O-])cc2)c2ccccc21 (centres undefined)	15.0%
COc1cc2c(NCc3ccccc3)cc(O)c(CC(=O)Nc3ccc(Cl)cc3)c2cc1OC	10.0%
CCOc1ccccc1OCCCOc1ccc([N+](=O)[O-])cc1	15.0%
C/C=C/COC(=O)C1=C(C)NC(=O)NC1c1cc(Cl)c(O)c(OC)c1 (centres undefined)	30.0%
CCOC(=O)C1=C(O)c2ccccc2C(=O)/C1=C\c1ccccc1	22.0%
CCOc1ccccc1NC(=O)c1c(NC(=O)c2ccco2)sc2c1CCC(C)C2 (centres undefined)	7.0%
CCOc1c(Cl)cc(/C=C2\C(=O)NC(=O)N(c3cccc(Br)c3)C2=O)cc1Cl	15.0%
COc1cc(/C=C2\C(=O)NC(=O)N(c3ccc(C)cc3)C2=O)ccc1OCc1ccc(C(=O)O)cc1	8.0%
CCOC(=O)C1=C(C)N=c2s/c(=C\c3cccc(OC)c3)c(=O)n2C1c1cccc(OC)c1OC (centres undefined)	8.0%
N#C/C(=C/Nc1cc(Cl)ccc1Cl)c1nc(-c2cc3ccccc3oc2=O)cs1	0.0%
CCc1ccc(N2C(=O)/C(=C/c3ccc(-c4ccc(F)cc4)o3)C(=O)NC2=S)cc1	26.0%
O=[N+]([O-])c1cccc(CN2CCN(Cc3c[nH]c4ccccc34)CC2)c1	9.0%
N#Cc1c(N)nc2c(c1-c1ccc(F)cc1)CCCCC2	8.0%
C/C(=N\NC(=O)C1(C)CC1(Br)Br)c1ccc([N+](=O)[O-])cc1 (centres undefined)	14.0%
COc1ccc(NC(=O)Nc2cccc3cccnc23)cc1	10.0%
COc1ccc(N2C(=O)c3ccc(-c4nc5cc(Cl)ccc5c(=O)o4)cc3C2=O)cc1	12.0%
O=C(NCc1ccccc1)c1ccccc1[N+](=O)[O-]	10.0%
CCOc1cc(CN2CCN(C/C=C/c3ccccc3)CC2)ccc1OC	0.0%
Cc1nn(C)c(C)c1N=Cc1c(O)ccc2ccccc12	0.0%
Cc1cc(S(=O)(=O)Nc2cccc(F)c2)c(C)c(S(=O)(=O)c2ccc(Cl)cc2)c1	20.0%
CCCOCc1ccc(O)c2ncccc12	2.0%
Continuation:
SMILES	RNase H inhibition
CC(NC(=O)c1cc(C(=O)NC(C)c2ccccc2)cc([N+](=O)[O-])c1)c1ccccc1 (centres undefined)	9.0%
COC(=O)Cn1c2ccccc2n2nc(C)nc12	16.0%
N#Cc1ccccc1COc1ccc(/C=C2/SC(=S)NC2=O)cc1Br	52.0%*
COc1cc(C2NC(=S)NC(C)=C2C(=O)Nc2cccc(C)c2)cc(OC)c1OC (centres undefined)	2.0%
CCOC(=O)c1c(N)sc(C(=O)OC(C)(C)C)c1C	4.0%
O=C(CSc1ncccn1)N/N=C/c1ccccc1Cl	23.0%
Cc1ccc(N2C(=O)c3ccccc3NC2c2cccc(F)c2)cc1 (centres undefined)	19.0%
CC(C)(C)c1ccc(C2=N/C(=C\c3ccc(C#N)cc3)C(=O)O2)cc1	15.0%
Cc1ccc(S(=O)(=O)n2ccnc2)cc1C	15.0%
O=C1/C(=C/c2ccc(O)cc2)NC(=S)N1c1ccccc1	10.0%

Of the compounds above, these have an aryl thioether with sulfur outside any ring:
SMILES	RNase H inhibition
Cc1c(Cl)cccc1NC(=O)c1ccc(CSc2ccccc2)cc1	7.0%
O=C(CSc1nnc(CN2C(=O)c3cccc4cccc(c34)C2=O)n1-c1ccccc1)NCc1ccco1	2.0%
O=c1[nH]nc(SCc2ccc([N+](=O)[O-])cc2)c(=O)[nH]1	0.0%
CC(C)(C)C1CCc2c(sc3nc(SCC(N)=O)nc(N)c23)C1 (centres undefined)	10.0%
O=C(CSc1ncccn1)N/N=C/c1ccccc1Cl	23.0%

4 entries from above in a different format.
Structure: COC(=O)Cn1c2ccccc2n2nc(C)nc12
  RNase H inhibition = 16.0%
Structure: N#Cc1ccccc1COc1ccc(/C=C2/SC(=S)NC2=O)cc1Br
  RNase H inhibition = 52.0%*
Structure: O=C1/C(=C/c2ccc(O)cc2)NC(=S)N1c1ccccc1
  RNase H inhibition = 10.0%
Structure: COc1cc(C2NC(=S)NC(C)=C2C(=O)Nc2cccc(C)c2)cc(OC)c1OC (centres undefined)
  RNase H inhibition = 2.0%
